Screening results (PubChem)
ANO1 activ: TMEM16A chloride channel activators or potentiators, primary screen, cell-based, HTS | B-score at 10 µM | Anoctamin-1 (Mus musculus), Q8BHY3 | AID 623877, 2012 | HEK293 TMEM16A/YFP-H148Q/I152L, iodide quench fluorescence; active compounds read low | actives 0.3% (n = 340,000);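 active = fluorescence-ratio B-score plate-corrected deviation score at least 3 library SD below zero, with starting fluorescence score within 5 deviations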;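 note: channel opened by trigger with iodide after compound preincubation; score built on the fluorescence ratio of max minus min over baseline; more negative score means more quench and so TMEM16A activation or potentiation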
ANO1 block: TMEM16A chloride channel inhibitors, primary screen, cell-based, HTS | Anoctamin-1 (Mus musculus), Q8BHY3 | HEK293 TMEM16A/YFP iodide influx fluorescence, ionomycin | normalized B-score (activity score, 25-100; higher = stronger inhibition) at 10 µM | actives 1.2% (n = 310,000);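 active = ratio plate-corrected score three or more library SD toward inhibition, starting fluorescence score within five deviations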;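 note: score derived from kinetic fluorescence span divided by baseline fluorescence per well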
MrgX1 PAM: positive allosteric modulators of MrgX1, primary screen, HEK293 cells, Fluo-4 calcium flux | Mas-related G-protein coupled receptor member X1 (Homo sapiens), Q96LB2 | FDSS; active compounds read high | B-score at 10 µM | actives 0.63% (n = 310,000) | AID 588675, 2011;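 active = plate-corrected calcium response at least 3 library SD above typical, normal starting fluorescence, not activating the receptor alone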;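 note: compound read alongside a low EC10 to EC30 dose of BAM8-22 agonist; peak minus trough fluorescence over baseline measured at the second addition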
Target sequence (Q96LB2 whole entry, looked up): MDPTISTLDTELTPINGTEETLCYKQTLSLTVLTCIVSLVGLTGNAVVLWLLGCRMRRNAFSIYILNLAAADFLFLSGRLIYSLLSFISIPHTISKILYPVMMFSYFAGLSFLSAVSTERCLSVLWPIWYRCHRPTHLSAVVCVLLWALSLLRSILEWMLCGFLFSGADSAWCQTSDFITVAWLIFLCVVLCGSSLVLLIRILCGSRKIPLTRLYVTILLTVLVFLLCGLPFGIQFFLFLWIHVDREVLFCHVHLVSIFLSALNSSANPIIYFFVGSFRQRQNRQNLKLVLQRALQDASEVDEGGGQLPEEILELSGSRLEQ
RGS4 act: RGS4 potentiators or activators, primary screen, cell-based, HEK293 M3R inducible RGS4, calcium flux; actives 0.92% (n = 310,000); B-score at 10 µM; carbachol calcium flux Fluo4; active compounds read low; AID 463111, 2010;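 active = B-score of the integrated calcium signal more than 4 SD below the library mean, with starting fluorescence not abnormally high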;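 note: negative B-score means reduced calcium response which marks RGS4 activation or potentiation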
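Reagent: ECmax carbachol challenge; Test system: M3R-expressing HEK293 line, RGS4 induced by doxycycline; Schedule: overnight RGS4 induction, 30 min dye load 37 °C, 20 min compound RT; Detection: calcium dye Fluo4 fluorescence; Read-out: Agonist-evoked peak-minus-minimum fluorescence over baseline, integrated ratio, B score.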
RGS4 inh: RGS4 inhibitors, primary screen, cell-based, HEK293 M3R inducible RGS4, calcium flux | actives 0.45% (n = 310,000) | Fluo-4 calcium flux; active compounds read high; triggered by carbachol at its EC20 | B-score at 10 µM | Regulator of G-protein signaling 4 (Homo sapiens), P49798;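 active = B-score, a plate-corrected calcium signal, over three deviations above library mean, with baseline fluorescence within five deviations of library mean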;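 note: RGS4 expression induced by doxycycline in cells with stable M3 receptor; B-score is computed from the integrated fluorescence ratio over baseline after carbachol; higher B-score means a larger calcium signal and so more RGS4 inhibition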
KCNK3 inh: human KCNK3 channel inhibitors, primary screen, CHO cells, FluxOR thallium flux, B-score. Potassium channel subfamily K member 3 (Homo sapiens), O14649. actives 0.84% (n = 340,000). B-score at 10 µM. FluxOR fluorescence; active compounds read low;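 active = B-score under library mean minus 4 SD, starting fluorescence ratio at most library mean plus 5 SD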;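 note: more negative B-score means stronger inhibition of thallium flux through KCNK3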
KCNQ1 block: inhibitors of human KCNQ1 channel, primary screen, cell-based, thallium flux, high-throughput. CHO-K1 KCNQ1, FluxOR thallium flux fluorescence; active compounds read high. B-score at 10 µM. actives 1.3% (n = 310,000). AID 2642, 2010;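 active = compounds whose thallium flux B-score, printed positive for inhibition, exceeds three library SD while starting fluorescence stays within three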;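 note: channel opened by potassium depolarization with thallium stimulus after 20 min compound exposure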
Target sequence (P51787 whole entry, looked up): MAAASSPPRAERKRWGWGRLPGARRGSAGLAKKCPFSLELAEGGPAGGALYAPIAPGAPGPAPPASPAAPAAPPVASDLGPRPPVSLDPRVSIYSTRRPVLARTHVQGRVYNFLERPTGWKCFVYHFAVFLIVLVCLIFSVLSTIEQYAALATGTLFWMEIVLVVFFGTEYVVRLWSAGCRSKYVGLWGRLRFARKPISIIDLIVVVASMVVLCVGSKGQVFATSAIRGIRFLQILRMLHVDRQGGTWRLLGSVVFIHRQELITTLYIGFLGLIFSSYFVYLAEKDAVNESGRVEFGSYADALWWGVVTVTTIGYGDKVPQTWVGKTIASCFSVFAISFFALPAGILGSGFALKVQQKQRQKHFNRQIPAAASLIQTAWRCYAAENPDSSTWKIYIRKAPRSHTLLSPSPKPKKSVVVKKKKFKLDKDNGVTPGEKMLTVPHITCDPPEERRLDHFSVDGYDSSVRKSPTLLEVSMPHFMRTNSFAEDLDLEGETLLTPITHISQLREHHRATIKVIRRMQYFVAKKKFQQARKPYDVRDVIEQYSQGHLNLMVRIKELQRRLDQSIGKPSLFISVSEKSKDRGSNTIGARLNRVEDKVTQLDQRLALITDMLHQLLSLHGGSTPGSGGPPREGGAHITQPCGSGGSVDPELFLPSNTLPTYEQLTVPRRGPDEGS
KCNK9 block: KCNK9 potassium channel inhibitors, primary screen, HEK293 cells, thallium flux | AID 488922, 2010 | FluxOR thallium flux fluorescence; active compounds read low | B-score at 10 µM | actives 1.2% (n = 310,000) | Potassium channel subfamily K member 9 (Homo sapiens), Q9NPC2;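 active = ratio B-score over 3 SD below the library mean, with starting fluorescence within 5 SD of its mean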;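 note: negative B-score means less thallium flux so channel inhibition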
KCNQ1 act: potentiators or activators of KCNQ1 channel, primary screen, cell-based, thallium flux, high-throughput; Potassium voltage-gated channel subfamily KQT member 1 (Homo sapiens), P51787; CHO-K1 KCNQ1, thallium flux FluxOR fluorescence; active compounds read high; B-score at 10 µM; actives 0.35% (n = 310,000); AID 2648, 2010;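 active = fluorescence ratio B-score, a plate-corrected score, at least three library SD, with initial intensity B-score within 5 SD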
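System: CHO-K1 cells stably expressing KCNQ1 / Medium: assay buffer for compound exposure, DMSO matched across wells / Reagent: thallium- and potassium-containing depolarizing buffer / Compound: one concentration, matched DMSO / Incubation: 20 min compound pretreatment at room temperature / Measured by: kinetic FluxOR fluorescence, 10 s baseline plus 110 s post-stimulus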
hERG rescue: hERG rescue from dofetilide block, primary screen, cell-based, CHO-hERG, FluxOR thallium flux, dofetilide IC70. Voltage-gated inwardly rectifying potassium channel KCNH2 (Homo sapiens), Q12809. actives 0.51% (n = 310,000). dofetilide IC70 present. AID 1511, 2009. activation (rescue from dofetilide block), less the hit threshold, % at 10 µM;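 active = activation above the mean of controls blocked by dofetilide plus 5 SD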;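 note: thallium influx through hERG after potassium depolarization seen as dye fluorescence rise; in these data hits start at about 4.7%; inactives centre near -7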
MrgX1 agonist: agonists of human MrgX1 receptor, primary screen, HEK293 cells, Fluo-4 calcium flux | Fluo-4 calcium fluorescence, agonist mode; active compounds read high | B-score at 10 µM | actives 0.44% (n = 310,000) | AID 588627, 2011;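 active = calcium response B-score plate-corrected fluorescence ratio at least 3 library SD, with starting fluorescence B-score inside 5 SD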
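Assay system: MrgX1-expressing HEK293 cells / Amount: fifteen thousand cells per well / Doses: test compound in the initial addition of three / Timing: cells plated overnight, dye loaded 0.5 h 37 °C, 0.5 h room temperature / Technique: kinetic calcium dye fluorescence, Fluo-4 NW / Control set: positive and negative controls per plate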
Active calls of the source: *; i = inactive; nt = no result given.

SMILES	ANO1 activ	ANO1 block	MrgX1 PAM	RGS4 act	RGS4 inh	KCNK3 inh	KCNQ1 block	KCNK9 block	KCNQ1 act	hERG rescue	MrgX1 agonist
COc1ccc2[nH]c(=O)c(C(c3nnnn3C3CCCCC3)N3CCN(C)CC3)cc2c1 (configuration not stated)	i	i	i	i	i	i	i	i	i	-14	i
O=C(COC(=O)c1cccc(Br)c1)NCCc1ccccc1	i	i	i	i	i	i	i	i	i	-7	i
C=CCNc1nc(-c2c(C)nc3ncccn23)cs1	i	i	i	i	i	i	i	i	i	-8	i
CNS(=O)(=O)c1ccc(C)cc1	i	i	i	i	i	i	i	i	i	-4	i
O=C(N/N=C/c1ccc(C(=O)O)cc1)C(=O)N1CCCCCC1	i	i	i	i	i	i	i	i	i	-8	i
CN(C(=O)COC(=O)c1ccccc1OCc1ccc(Cl)cc1)c1c(N)n(Cc2ccccc2)c(=O)[nH]c1=O	i	i	i	i	i	i	i	i	i	-12	i
COc1ccc(CNC(=O)C/C(C)=N/NC(=O)c2ccccc2OC)cc1	i	i	i	i	i	i	i	i	i	-5	i
CCn1cnc2c(cnn2-c2ccccc2)c1=O	i	i	i	i	i	i	i	i	i	-1	i
CCOC(=O)N1CCN(c2ccc(C(C)=O)cc2F)CC1C (configuration not stated)	i	i	i	i	i	i	i	i	i	-6	i
COc1cccc(-n2cnc(=O)c3cccnc32)c1	i	i	i	i	i	i	i	i	i	-7	i
COCCNC(=O)Cc1ccc(F)cc1	i	i	i	i	i	i	i	i	i	-5	i
NS(=O)(=O)c1cc(C(=O)N2CCNC(=O)C2)ccc1Cl	i	i	i	i	i	i	i	i	i	-8	i
CC(=O)c1cccc(NC(=O)Cn2cnc(S(=O)(=O)N3CCc4ccccc43)c2)c1	i	i	i	i	i	i	i	i	i	-4	i
FC(F)(F)c1nnc(-c2ccccc2)nc1Sc1ccc(Cl)cc1	i	i	i	i	i	i	i	i	i	-18	i
O=C(CSCC(=O)NCc1ccco1)NCc1ccco1	i	i	i	i	i	i	i	i	i	-1	i
COc1ccc(CCNC(=O)Cn2nnc3ccccc3c2=O)cc1	i	i	i	i	i	i	i	i	i	-10	i
COCCN(C(=O)CNC(=O)c1cccs1)C(C(=O)NC1CCCC1)c1cccs1 (configuration not stated)	i	i	i	i	i	i	i	i	i	-6	i
O=C(NCCN1C(=O)S/C(=C\c2cccnc2)C1=O)C1CC(=O)N(Cc2ccco2)C1 (configuration not stated)	i	i	i	i	i	i	i	i	i	-8	i
CCOC(=O)N1CCC(NC(=O)CCc2c(C)nc3nc(C)nn3c2C)CC1	i	i	i	i	i	i	i	i	i	-11	i
Cc1noc(C)c1COC(=O)c1ccccc1NC(=O)Cc1ccccc1	i	i	i	i	i	i	i	i	i	-8	i

Full records, quoted from the list. Values in the order: ANO1 activ, ANO1 block, MrgX1 PAM, RGS4 act, RGS4 inh, KCNK3 inh, KCNQ1 block, KCNK9 block, KCNQ1 act, hERG rescue, MrgX1 agonist
Shown for CNS(=O)(=O)c1ccc(C)cc1 → i, i, i, i, i, i, i, i, i, -4, i
Shown for C=CCNc1nc(-c2c(C)nc3ncccn23)cs1 → i, i, i, i, i, i, i, i, i, -8, i

Following part
SMILES	ANO1 activ	ANO1 block	MrgX1 PAM	RGS4 act	RGS4 inh	KCNK3 inh	KCNQ1 block	KCNK9 block	KCNQ1 act	hERG rescue	MrgX1 agonist
CCOCC(=O)Nc1ccc(Br)c(C)c1	i	i	i	i	i	i	i	i	i	-8	i
Cc1ccc(OCc2cc(C(=O)NC(C)Cc3cccc(C)n3)no2)cn1 (configuration not stated)	i	i	i	i	i	i	i	i	i	-10	i
COc1ccc(-c2nc(CS(=O)CC(=O)NC3CCCCC3)c(C)o2)cc1 (configuration not stated)	i	i	i	i	i	i	i	i	i	-5	i
Cc1cccc(C(=O)NNC(=O)CCn2nnc3ccccc32)c1	i	i	i	i	i	i	i	i	i	-11	i
COc1cccc2c1C(=O)c1ccc3ccccc3c1C2=O	i	i	i	i	i	i	i	i	i	-11	i
CCOC(=O)c1cc(=O)c2ccc(OCC(=O)Nc3ccccc3)cc2o1	i	i	i	i	i	i	i	i	i	-1	i
Clc1ccccc1-c1nnn(Cc2ccc(-c3nn[nH]n3)cc2)n1	i	i	i	i	i	i	i	i	i	-8	i
COc1ccc(Br)cc1/C=c1\sc2nc(-c3ccco3)nn2c1=O	i	i	i	i	i	i	i	i	i	-3	i
CC(C)=CCc1c2c(c(O)c3c(=O)c4c(oc13)-c1cc(O)c(O)cc1OC4C=C(C)C)C=CC(C)(C)O2 (configuration not stated)	nt	i	i	i	i	nt	i	i	i	-6	i
Clc1ccccc1OCCN1CCC(Cc2ccccc2)CC1	i	i	i	i	i	i	i	i	i	-12	i
COc1ccc(N/N=C(C)/C(=N/O)C(=O)Nc2ccccc2)cc1	i	i	i	i	i	i	i	i	i	-1	i
COCCSc1ccccc1C(=O)Nc1ccccc1C#N	i	i	i	i	i	i	i	i	i	-12	i
NCCCNc1ccc([N+](=O)[O-])cc1C(F)(F)F	i	i	i	i	i	i	i	i	i	-12	i
COC(=O)c1[nH]c2cc(C)ccc2c1NC(=O)CN1CCOCC1	i	i	i	i	i	i	i	i	i	-7	i
Cc1cc(C)n2c(SCc3cccs3)nnc2n1	i	i	i	i	i	i	i	i	i	-3	i
Nc1nc(SCc2ccc(Cl)cc2Cl)ns1	i	i	i	i	i	i	i	i	i	-14	i
CN(C)S(=O)(=O)c1ccc(C(=O)Oc2coc(CSc3ncccn3)cc2=O)cc1	i	i	i	i	i	i	i	i	i	-2	i
COc1ccc(CN2CC(=O)N(c3cccc(Cl)c3)C2=S)cc1OC	i	i	i	i	i	i	i	i	i	-9	i
CN(CCc1cn[nH]c1)C(=O)CC1C(=O)NCCN1Cc1ccccc1C(F)(F)F (configuration not stated)	i	i	i	i	i	i	i	i	i	-7	i
CCCC(=O)N1CCN(c2nc3ccc(Br)cc3s2)CC1	i	i	i	i	i	i	i	i	i	-10	i
Cc1ccc(Cn2c(C(CO)Nc3nc(-c4ccc(Cl)c([N+](=O)[O-])c4)cs3)nc3ccccc32)cc1 (configuration not stated)	i	i	i	i	i	i	i	i	i	-6	i
Cc1cccc(NC2SC(=O)NC2=O)c1 (configuration not stated)	i	i	i	i	i	i	i	i	i	-17	i
CC(=O)Nc1cc(C(=O)NCc2ccco2)ccc1Sc1ccc(Cl)cc1	i	i	i	i	i	i	i	i	i	-8	i
CC(C(=O)Nc1ccc(C#N)cc1)N(C)CC(=O)Nc1ccccc1Br (configuration not stated)	i	i	i	i	i	i	i	i	i	-15	i
CC1(C)CC(=O)C(CC(=O)Nc2ccc(S(N)(=O)=O)cc2)=C(O)C1	i	i	i	i	i	i	i	i	i	-6	i
O=C(CCc1ccc(O)c(O)c1)N/N=C/c1cc2c(cc1[N+](=O)[O-])OCO2	i	i	i	i	i	i	i	i	i	-14	i
O=C(c1cc(COc2ccc(F)cc2Cl)on1)N1CCc2sccc2C1	i	i	i	i	i	i	i	i	i	-10	i
CCN(CC)CCCN1C(=O)C(O)=C(C(=O)c2ccc(C)o2)C1c1ccc(C)o1 (configuration not stated)	i	i	i	i	i	i	i	i	i	-5	i
C=C(C)CSc1nc(N)c(C#N)c(-c2ccc(C)cc2)c1C#N	i	i	i	i	i	i	i	i	i	-12	i
Cc1cc(N2CCOCC2)n2ncc(-c3ccccc3)c2n1	i	i	i	i	i	i	i	i	i	-8	i
Cc1cccc(N2CCN(C(=O)n3ccnc3)CC2)c1C	i	i	i	i	i	i	i	i	i	-11	i
CC(C)(CNC(=O)c1cc(Cl)c(O)c(Cl)c1)N1CCCCC1	i	i	i	i	i	i	i	i	i	-4	i
COC(=O)c1ccccc1NC(=O)Cc1nc(-c2ccccc2)sc1-c1ccc(C)cc1	i	i	i	i	i	i	i	i	i	-5	i
Oc1c(Cl)cc(Cl)cc1/C=N/Nc1ncc(Br)cn1	i	i	i	i	i	i	i	i	i	-11	i
COc1ccc(C(=O)NC2=Nc3ccccc3N=C(C)C2c2ccccc2)cc1 (configuration not stated)	i	i	i	i	i	i	i	i	i	-12	i
COc1ccc(-n2nnnc2SCc2nc3ccccc3s2)cc1	i	i	i	i	i	i	i	i	i	-10	i
CC(C)(C)NC(=O)CN(C(=O)c1ccc(CN2CCOCC2)o1)c1ccc2c(c1)OCCO2	i	i	i	i	i	i	i	i	i	-7	i
CC1CN(C(=S)NC(=O)c2ccco2)CC(C)O1 (configuration not stated)	i	i	i	i	i	i	i	i	i	-7	i
C=CCOc1c(CNc2ncn[nH]2)cccc1OC	i	i	i	i	i	i	i	i	i	-7	i
O=C(Nc1ccccc1OC(F)F)c1cc2c(s1)CCC2	i	i	i	i	i	i	i	i	i	-7	i
Cc1ccc(OCC(=O)N(Cc2ccco2)C2CCS(=O)(=O)C2)cc1C (configuration not stated)	i	i	i	i	i	i	i	i	i	-7	i
O=C(c1cc(-c2ccc(O)cc2)on1)N1CCCC1	i	i	i	i	i	i	i	i	i	-1	i
O=C(Cn1cnc2ccccc21)N1CCc2ccccc21	i	i	i	i	i	i	i	i	i	-7	i
Cc1cccc(CN2C(=O)[C@@H]3Cc4c([nH]c5ccccc45)C(C)(C)N3C2=O)c1	i	i	i	i	i	i	i	i	i	-8	i
O=C(CN1C(=O)NC(c2ccccc2)(c2ccccc2)C1=O)NCCNCCO	i	i	i	i	i	i	i	i	i	-9	i
